Source: PubChem
TEAD-YAP block – TEAD-YAP interaction inhibition; inhibition, % at 9.12 µM; 1.4% of 640,000 active; HEK-TIYL cells, TEAD-Gal4/YAP UAS-luciferase luminescence; in the data active means inhibition above about 32%;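 further: 0% = median of test compound wells and 100% = reference inhibitor wells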
MITF primary – human MITF inhibition, primary screen; O75030; AlphaScreen MITF homodimerization, bead proximity signal; inhibition, % at 2.6 µM; 0.91% of 650,000 active; AID 1259374; in the data active means inhibition above about 50%;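 further: 0% = vehicle wells with protein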
Target sequence (O75030 whole entry, looked up): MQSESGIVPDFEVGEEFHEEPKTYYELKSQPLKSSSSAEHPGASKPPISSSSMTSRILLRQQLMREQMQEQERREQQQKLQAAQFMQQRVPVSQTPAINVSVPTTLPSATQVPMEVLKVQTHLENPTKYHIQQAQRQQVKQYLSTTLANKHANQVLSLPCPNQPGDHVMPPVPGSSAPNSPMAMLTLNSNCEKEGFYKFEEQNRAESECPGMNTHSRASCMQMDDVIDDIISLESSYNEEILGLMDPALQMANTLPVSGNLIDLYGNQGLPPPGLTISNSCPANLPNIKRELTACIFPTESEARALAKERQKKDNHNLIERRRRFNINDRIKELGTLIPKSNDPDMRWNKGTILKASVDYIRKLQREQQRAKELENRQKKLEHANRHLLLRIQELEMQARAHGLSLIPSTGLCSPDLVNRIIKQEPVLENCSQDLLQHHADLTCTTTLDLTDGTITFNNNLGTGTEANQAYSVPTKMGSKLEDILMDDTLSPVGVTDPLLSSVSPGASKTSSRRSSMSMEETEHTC
FBW7 act – activators of human E3 ligase FBW7 | Q969H0 | AlphaScreen FBW7–phospho-cyclin E peptide binding, activator screen | normalized activity (activation), % at 26.1 µM | 0.13% of 650,000 active | AID 1259310; in the data active means normalized activity above about 1.9%;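 further: purified mutant Fbw7 with reduced substrate affinity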
GPR151 activ – human GPR151 activation; Q8TDV0; PathHunter beta-arrestin GPR151 cells, luminescence; activation, % at 11.2 µM; 1% of 650,000 active; in the data active means activation above about 4.9%;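 further: 0% = median of compound wells and 100% = cells with positive control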
Target sequence (Q8TDV0 whole entry, looked up): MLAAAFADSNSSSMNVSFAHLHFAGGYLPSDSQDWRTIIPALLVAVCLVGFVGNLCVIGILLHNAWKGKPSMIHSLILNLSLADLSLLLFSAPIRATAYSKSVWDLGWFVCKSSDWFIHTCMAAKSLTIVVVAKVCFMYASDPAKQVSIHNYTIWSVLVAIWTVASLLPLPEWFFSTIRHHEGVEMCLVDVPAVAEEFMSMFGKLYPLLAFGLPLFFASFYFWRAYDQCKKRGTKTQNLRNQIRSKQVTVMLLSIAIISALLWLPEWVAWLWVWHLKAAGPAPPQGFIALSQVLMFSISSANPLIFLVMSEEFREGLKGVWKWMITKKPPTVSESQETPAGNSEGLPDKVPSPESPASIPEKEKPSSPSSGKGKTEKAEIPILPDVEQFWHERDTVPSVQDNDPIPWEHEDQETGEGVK
Starred values were filed as active, the others as inactive. The order is random; overall some 3.4% were active at least once.

SMILES	TEAD-YAP block	MITF primary	FBW7 act	GPR151 activ
Cc1c(NC(=O)/C=C/c2ccc3c(c2)OCO3)cccc1[N+](=O)[O-]	-8.8	15.8	-0.1	0.4
O=S(=O)(c1ccccc1)N1CCC(c2nc(-c3cccc(C(F)(F)F)c3)no2)CC1	-17.9	3.3	0.0	0.8
CN(Cc1ccon1)Cc1nc(NCC2CCCO2)c2ccc(Cl)cc2n1 (stereo not given)	-8.0	-19.2	-0.2	-1.1
c1csc(CN2CCC(n3cnc4cccnc43)CC2)c1	10.9	2.6	1.4	-0.4
O=C(c1ccc(F)c(S(=O)(=O)N(CCc2ccccc2)C(=S)Nc2ccc(Br)cc2)c1)N1CCOCC1	4.4	16.5	0.0	2.1
CC(=O)C(C)c1nc(N)nc(Nc2ccccc2)n1 (stereo not given)	-4.4	-4.4	0.0	0.5
CCCCN(C)c1ccc(C(=O)OC)cc1NC(=S)Nc1ccc(CC)cc1	-36.8	-4.7	-0.2	1.2
Cc1ncc(-c2ccncc2)c(C2CCCN(C(=O)Cn3ccnc3C)C2)n1 (stereo not given)	3.4	3.9	0.0	0.4
Cc1ccc(-n2c(SCC(N)=O)nc3ccccc3c2=O)c(C)c1	7.8	2.3	0.2	0.0
O=C(O)Cn1c(SCCOc2ccc3ccccc3c2)nc2ccccc21	1.7	3.0	0.0	1.0
COC(=O)C1=C(C)NC2=C(C(=O)CC(c3ccc(OC)c(OC)c3)C2)C1c1ccc(C)o1 (stereo not given)	3.2	-6.0	0.2	-0.8
O=C(c1ccccc1F)N1CCN(C2CCCCC2)CC1	-0.3	35.6	0.1	2.8
C/C(=C\C(=O)c1ccc(C)o1)Nc1cc(C)ccc1O	1.2	13.0	0.2	1.1
Cc1ccc2c(c1)ncn2C1CCN(C(=O)NC23CC4CC(CC(C4)C2)C3)CC1	6.5	6.6	0.0	0.7
O=C1COCCOCCOCC(=O)NCCN1	-6.0	6.8	-0.1	-0.6
Cc1ccc(C(=O)Nc2cc(-c3cn4cccnc4n3)ccc2C)cc1C	6.3	16.9	1.0	-1.1
COc1ccc(-c2cc3ccccc3oc2=O)cc1NC(=O)c1ccc([N+](=O)[O-])o1	-6.0	-12.2	-0.2	-1.1
C/C(=N\NC(=O)NC1CCCCC1)c1c(F)cccc1F	-2.5	-6.5	0.4	-0.5
CC1=C(C(=O)Nc2ccc(Br)cn2)C(c2ccc(Cl)c([N+](=O)[O-])c2)C2=C(CCCC2=O)N1 (stereo not given)	-1.9	18.8	0.2	-1.4
COc1ccc(-c2c(C)c3ccc(OCC(C)=O)cc3oc2=O)cc1	-53.1	-18.8	0.1	-1.3
Cc1cccc(OCC(=O)O/N=C(\N)c2ccncc2)c1	-19.5	-2.7	-0.1	0.4
COc1ccc(CC(=O)c2ccc(OC)c(OC)c2)cc1OC	2.2	5.3	-0.1	-0.5
O=C(NCCN1CCOCC1)C1CCN(c2ccc(Nc3ccccc3)nn2)CC1	-4.0	-15.2	-0.1	-1.5
O=C(Nc1ccccc1)NC1(C(F)(F)F)Oc2ccccc2O1	-17.2	2.6	-0.1	-0.1
CCCCCn1c(SCC#N)nc2cc(C(=O)N(C)Cc3ccccc3)ccc2c1=O	2.5	25.7	0.2	1.9
CC(C)[C@@H](CO)Nc1ccnc2c(-c3ccoc3)cnn12	-3.3	-3.2	0.1	0.2
O=c1c2cc(-c3ccc(F)cc3)nn2ccn1Cc1nc(-c2ccc(F)cc2)no1	1.9	11.9	0.4	-1.1
COc1ccc(-c2cnnc(NCc3cn4cccc(C)c4n3)n2)cc1	-7.9	9.8	0.1	-0.7
COc1cn(CC(=O)Nc2ccccc2)c(CN2CCN(c3ccc(F)cc3)CC2)cc1=O	-0.2	-2.2	-0.2	0.2
CCN1CCN(C(=O)c2cc3cc(OC)ccc3oc2=O)CC1	17.6	-8.3	-0.1	0.0
CCOC(=O)C1(c2ccc(OC)cc2)CCOCC1	4.4	4.0	0.9	0.9
Cc1cc(C)cc(NC(=O)CN2C(=O)NC(Cc3c[nH]c4ccccc34)C2=O)c1 (stereo not given)	0.9	-3.9	0.2	2.6
NC(=O)C1CCN(C(=O)c2cccc(-n3c(=S)[nH]c4cc(Cl)ccc4c3=O)c2)CC1	3.5	-0.7	-0.1	0.0
Cc1ncc(CO)c2cc(-c3nnc(Nc4ccccc4)s3)c(=O)oc12	-7.5	-4.5	-0.1	-0.9
Cc1ccc(O)c(/C=N/NC(=O)Cc2ccccc2)c1	-8.3	11.8	0.1	0.3
CCC(c1nnnn1CCC(C)C)N1CCC(C(N)=O)CC1 (stereo not given)	7.1	-9.2	-0.3	-0.2

Of the compounds above, these have an aryl thioether with sulfur outside any ring.
SMILES	TEAD-YAP block	MITF primary	FBW7 act	GPR151 activ
Cc1ccc(-n2c(SCC(N)=O)nc3ccccc3c2=O)c(C)c1	7.8	2.3	0.2	0.0
O=C(O)Cn1c(SCCOc2ccc3ccccc3c2)nc2ccccc21	1.7	3.0	0.0	1.0
CCCCCn1c(SCC#N)nc2cc(C(=O)N(C)Cc3ccccc3)ccc2c1=O	2.5	25.7	0.2	1.9

(more compounds)
SMILES	TEAD-YAP block	MITF primary	FBW7 act	GPR151 activ
CCCOC(=O)c1c(-c2ccc(OC)c(OC)c2)csc1N	-1.6	-7.2	0.0	0.7
CCOC(=O)c1c(NC(=O)CCN2CCCCCC2)sc2c1CCC(C)C2 (stereo not given)	4.9	20.8	-0.3	-1.0
COc1ccc(CCNC(=O)c2ccc3c(c2)nc(SCc2cc(=O)n4ccccc4n2)n2c4ccccc4nc32)cc1OC	6.5	-6.9	0.2	0.1
CCn1c(C)c(C(C)=O)sc1=Nc1ccc(Cl)cc1	-1.0	4.8	-0.1	-0.4
Cc1cc(C)c(NC(=O)C(C)Sc2nc3ccccc3s2)c(C)c1 (stereo not given)	-1.8	-3.2	-0.1	1.2
CC(=O)C1=C(O)C(=O)N(c2ccc(F)cc2)C1c1cccc([N+](=O)[O-])c1 (stereo not given)	-0.1	-7.8	-0.1	-0.5
O=C(CN1C(=O)C2C3C=CC(C3)C2C1=O)NNC(=O)c1cc(-c2ccccc2)n[nH]1 (stereo not given)	4.3	8.5	0.0	-0.3
COc1ccc(O)c(/C=N/NC(=O)COc2ccc(C(C)(C)C)cc2)c1	26.1	6.4	-1.3	0.0
O=c1cc(O)c2sc(Nc3cccc(Cl)c3)nc2[nH]1	1.8	-0.8	0.7	-1.0
Cc1ccc(OCc2cc(C(=O)NCCN3CCCCC3=O)no2)cn1	-9.6	-0.7	-0.1	-0.8
Cc1nc(C(N)=O)c(N)n1CCc1ccccc1	-10.0	-14.8	0.0	-1.4
Cn1c(=O)c2c(nc(NC3CCCCC3)n2Cc2ccccc2)n(C)c1=O	8.6	9.0	0.1	1.3
CCCCn1c(SCC(=O)Nc2nccs2)nc2ccsc2c1=O	-5.8	-5.3	0.0	-1.2
Cc1ccc(NC(=O)CSc2nncc(=O)[nH]2)cc1	20.8	-7.6	-0.1	-1.6
COc1ccccc1N1CCN(S(=O)(=O)c2cc3c4c(c2)CC(=O)N4CCC3)CC1	1.5	-5.6	-0.1	0.2
COc1ccc(C2=NN(CC(=O)N3CCN(c4ccc(F)cc4)CC3)C(=O)CC2)cc1	-1.7	-7.3	-0.2	0.8
COc1ccc(C2N(c3ccc(Cl)cc3)C(=O)C(C)S2(=O)=O)cc1 (stereo not given)	-0.7	0.8	-0.1	-0.1
Cc1ccccc1C1(CC(=O)N(C)C2CCOC2)CC(=O)N(Cc2ccncc2)C1=O (stereo not given)	9.1	11.5	0.0	-0.5
CC(/C=N/NC(=O)c1sc(N)nc1C)=C\c1ccccc1	-53.0	6.1	0.1	-1.5
CCOC(=O)COc1c(OC)cc(Cl)cc1C1NC(=O)NC(C)=C1C(C)=O (stereo not given)	-0.6	-5.7	-0.2	-0.1
O=C(Nc1ccc(-c2nc3ccc(NC(=O)c4ccccc4)cc3[nH]2)cc1)c1ccccc1	-42.6	5.6	-0.2	0.8
CCOCCCn1c(=N)c(C(=O)Nc2cc(C)on2)cc2c(=O)n3ccccc3nc21	3.7	8.6	0.0	-0.8
CCCCn1c(CNC(=O)Cc2ccccc2)nnc1SC(C)C(=O)Nc1sc(C(=O)OCC)c(C)c1C(=O)OCC (stereo not given)	-3.2	-14.4	-0.1	-0.9
COCCn1c(=S)[nH]c2cc(C(=O)NCc3cccs3)ccc2c1=O	0.5	-7.8	0.1	1.2
CCC1(C)CC(=O)c2c(ccc3oc(C(=O)NCc4ccccn4)c(C)c23)O1 (stereo not given)	-35.8	1.6	-0.4	0.2
CCC1Sc2cc(S(=O)(=O)CCC(=O)Nc3cc(F)ccc3F)ccc2NC1=O (stereo not given)	7.1	-15.3	0.0	0.0
Cc1ccc(/C=C2/SC(=S)N(c3ccc(CC(=O)O)cc3)C2=O)o1	-4.7	59.0*	-0.2	1.3
CCN(C(=O)C(=O)c1c[nH]c2ccccc12)C1CCCCC1	12.6	-6.8	0.1	-0.6
COCCCNC(=O)CSc1nc2ccsc2c(=O)n1Cc1ccccc1Cl	-5.6	-0.6	-0.1	0.3
O=S(=O)(Nc1ccc2nc[nH]c2c1)c1ccccc1	11.5	3.0	0.1	1.8
CC(C)c1ccc(C2CC(c3ccc(F)cc3)=NN2c2nc(-c3ccc(Br)cc3)cs2)cc1 (stereo not given)	-8.3	-4.6	-0.2	-1.7
Cc1ccc(N=Cc2nc(-c3ccc(Cl)cc3)oc2O)c(Br)c1	6.2	6.3	0.1	0.5
C=CCN1C(=O)C(O)=C(C(C)=O)C1c1ccc(OC)cc1OC (stereo not given)	7.7	14.4	0.4	-1.5
O=C(Cc1ccccc1)N/N=C/c1cc(Br)c(O)c(Br)c1	-2.8	-6.2	-0.2	0.6
COc1ccc(OCc2cc(C(=O)NCc3cccc(C)n3)no2)c(Cl)c1	-12.6	15.1	0.3	0.1
COc1ccc(NC(=O)c2c[nH]n3c(=O)cc(C4CCNCC4)nc23)cc1Cl	20.1	0.9	0.4	0.3
CCC(C)NC(=O)CN(c1cccc(C)c1C)S(=O)(=O)c1ccccc1 (stereo not given)	-1.8	-4.5	0.1	-1.8
O=C(CC1C(=O)NCCN1Cc1ccccn1)NCCC1=CCCCC1 (stereo not given)	5.8	2.6	-0.1	-0.8
Cn1ccnc1Sc1nc2c(c(=O)n(C)c(=O)n2C)n1Cc1cccc(Cl)c1	9.7	7.1	-0.1	-0.7
Cc1nonc1CC(=O)N1CCCC1c1nc2ccccc2[nH]1 (stereo not given)	4.8	5.7	0.1	-0.1
CC(=O)N1c2ccc(S(=O)(=O)NC(C(=O)Nc3ccccn3)C(C)C)cc2CC1C (stereo not given)	-10.0	1.1	0.1	-2.9
O=C(CSc1nc2cc(C(=O)NCc3ccco3)ccc2c2nc3ccccc3n12)c1ccc(Br)cc1	18.1	15.9	0.3	-0.5
Cc1cc(C)cc(OCC(=O)O/N=C(\N)c2ccc(I)cc2)c1	8.2	0.0	-0.1	0.5
CCCOc1ccc(C(=O)NNC(=S)NC(=O)c2cccc([N+](=O)[O-])c2)cc1	-6.4	-3.4	0.3	1.3
Nc1ncc(Br)cc1S(=O)(=O)NCCC(=O)NCc1ccccc1Cl	2.1	-2.3	0.0	1.1
Cn1c(SCC(N)=O)nc2c(c1=O)C1(CCCCC1)Cc1ccccc1-2	0.1	1.0	0.0	1.3
Cc1ccccc1CNC(=O)CCC1(C)CCC(=O)N1 (stereo not given)	3.4	4.5	0.1	-0.9
CCOC(=O)CN1CC23C=CC(O2)C(C(=O)NC(C)c2cccs2)C3C1=O (stereo not given)	-1.4	7.0	-0.1	1.3

Whole records from above. Order of screens: TEAD-YAP block, MITF primary, FBW7 act, GPR151 activ
CCC(C)NC(=O)CN(c1cccc(C)c1C)S(=O)(=O)c1ccccc1 (stereo not given) in the list: -1.8, -4.5, 0.1, -1.8
Cn1ccnc1Sc1nc2c(c(=O)n(C)c(=O)n2C)n1Cc1cccc(Cl)c1 in the list: 9.7, 7.1, -0.1, -0.7

Following part:
SMILES	TEAD-YAP block	MITF primary	FBW7 act	GPR151 activ
CCOc1ccccc1NC(=O)C1CCN(C(=O)c2ccc([N+](=O)[O-])cc2)CC1	-7.3	7.3	1.4	2.6
CCOC(=O)C1CNc2cc(Cl)ccc2O1 (stereo not given)	3.3	6.9	-0.1	1.7
COc1ccc(C(=O)NCCC2=CCCCC2)cc1OC	-16.1	5.0	0.0	0.5
C/C(=N\NC(=O)c1ccc(O)cc1)c1ccccn1	-14.5	-20.3	0.0	0.0
CCOC(=O)CSc1nc2c(c(=O)[nH]c(=O)n2C)n1CCCc1ccccc1	-5.7	-5.3	0.2	1.2
Oc1c(C(c2cccc(Cl)c2)N2CCOCC2)sc2nc(-c3ccco3)nn12 (stereo not given)	-2.1	-1.7	-0.4	1.6
CC(C)(C)C(=O)NC1(C(F)(F)F)C(=O)Nc2c1c(=O)[nH]c(=O)n2-c1ccccc1 (stereo not given)	5.0	-2.2	-0.2	0.5
COc1ccc(-n2nc(C(=O)NCC(=O)Nc3ccccc3F)c3ccccc3c2=O)c(OC)c1	6.7	20.2	0.2	0.3
CCCC(=O)N1CCCC(c2nc(-c3ccc(F)cc3)no2)C1 (stereo not given)	-43.6	-13.1	-0.2	-0.3
Cc1ccc(C2C3=C(CC(c4cccc(Cl)c4)CC3=O)Nc3ccccc3N2C(=O)C(F)(F)F)cc1 (stereo not given)	1.1	0.2	-0.1	-1.5
Cc1ccc(NC(=O)Cn2cnc3sc(C)c(S(=O)(=O)N4CCOCC4)c3c2=O)cc1F	4.9	-9.9	-0.1	2.0
COC(=O)NC(=O)c1c(NC(=O)c2cc(Cl)ccc2Cl)sc(C)c1C	9.5	-14.2	-0.1	-0.5
COC(=O)CC(N)c1ccc(Cl)cc1 (stereo not given)	-1.6	17.8	-0.1	0.1
